IEC-6 cytotox: IEC-6 cytotoxicity, counter-screen for KLF5 inhibitors; inhibition, % at 5 µM; luminescence viability; 0.78% of 290,000 active; AID 1825; in the data active means inhibition above about 22%;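 further: 0% = plate median of test compound wells and 100% = cytotoxic reference compound wells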
HSF1 inh: HSF1 inhibition; AID 2098; activity change, negative = inhibition, % at 7.5 µM (by protocol); 0.77% of 300,000 active; NIH3T3-HGL HSE-luciferase, MG132-induced, luminescence 8 h; hits give low values;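 active means more than half of replicate wells show activity change below -50%, luminescence cut by over half; inconclusive means some wells, but at most half, below -50%; inactive means no replicate well below -50%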;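 further: luciferase reports HSF-1 transcriptional activity via heat shock element; 0% = median of DMSO wells and -100% = zero luminescence signal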
HSP90 inh: HSP90 refolding inhibition in rabbit reticulocyte lysate; luciferase refolding luminescence, 3 h; inhibition, % at 5.6 µM; 0.91% of 290,000 active; AID 1789;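 active means inhibition above the screen-wide mean plus 3 SD, computed separately per campaign, cut at about 16% in these data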;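 further: 0% = DMSO wells and 100% = 60 µM geldanamycin wells; inhibitors lower the luminescence because luciferase stays unfolded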
HSF-1 act: increases HSF-1 driven luciferase reporter signal. NIH3T3-HGL HSF-1 luciferase reporter, MG132, 8 h; 100% = twice DMSO control signal. activation, % at 9 µM. 1.7% of 300,000 active. AID 504408;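 active means mean replicate activation of at least 50% with a set share of replicates each reaching 50%; inconclusive means only one of those two conditions met; inactive means mean below 50% and too few replicates reaching it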;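 further: 0% = median of the neutral control wells and 100% = twice that signal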
HIF act: HIF pathway transcriptional activation | U2OS HRE-luciferase reporter, luminescence; normalized: DMSO 0%, desferrioxamine 100% | activation, % at 7.5 µM (by protocol) | 0.32% of 300,000 active;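 active means mean activation of at least 10% of the iron chelator positive control signal, with at least half of replicates also reaching 10%; inconclusive means mean and replicate majority disagree about reaching 10%; inactive means mean and most replicates under 10%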
aSyn 5UTR inh: 5' untranslated region of α-synuclein, MLPCN primary screen; alpha-synuclein 5'UTR reporter, inhibitor activity; inhibition, % (tested at 7.5 µM); 0.82% of 300,000 active; AID 1813; in the data active means inhibition above about 60%; inconclusive means no clear call, values can overlap the other calls;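 further: H4 neuroglioblastoma cells stably carrying SNCA 5'UTR luciferase fusion; 0% = DMSO wells and 100% = positive control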
KLF5 inh: kruppel-like factor 5 inhibition. inhibition, % at 5 µM. 0.23% of 290,000 active. AID 1700. DLD-1 KLF5 promoter-luciferase reporter, luminescence;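 active means inhibition above a per-plate limit of that plate's mean compound inhibition plus 3 SD, cut at about 60% in these data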;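 further: 0% = DMSO wells and 100% = LY294002 at 200 µM; higher means less KLF5 promoter-driven luciferase light; inactives centre near -14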
AI-2 QS modul: modulates the Vibrio harveyi AI-2 quorum sensing system. AID 2094. 0.4% of 300,000 active. Vibrio harveyi JMH597 AI-2 luminescence/OD600 ratio, 9 h; hits give low values; strain lacks LuxN and CqsS sensors; 0 = neutral-control median. activity change, % at 7.5 µM; in the data active means activity change below about -75%, passing the limit was not always enough; inconclusive means no clear call, values can overlap the other calls;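 further: luminescence divided by OD600 gain over 9 h not by final OD600 alone; inactives centre near 13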
Platelet DG rel: platelet dense granule release activity | 0.22% of 300,000 active | inhibition, %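 (compounds screened at 7.5 µM in platelet-rich plasma)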 | human platelet-rich plasma, SFLLRN dense granule ATP release, luminescence;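 active means mean replicate score, as percent of positive control, at or above 50; inconclusive means mean below 50 but at least one replicate at or above 50; inactive means mean and every replicate below 50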
HDAC3 inh: human HDAC3 inhibition. O15379. recombinant HDAC3, fluorogenic peptide/trypsin coupled, fluorescence. inhibition, % at 8.3 µM. 0.15% of 320,000 active; in the data active means inhibition above about 26%, passing the limit was not always enough; inconclusive means no clear call, values can overlap the other calls
Target sequence (O15379 whole entry, looked up): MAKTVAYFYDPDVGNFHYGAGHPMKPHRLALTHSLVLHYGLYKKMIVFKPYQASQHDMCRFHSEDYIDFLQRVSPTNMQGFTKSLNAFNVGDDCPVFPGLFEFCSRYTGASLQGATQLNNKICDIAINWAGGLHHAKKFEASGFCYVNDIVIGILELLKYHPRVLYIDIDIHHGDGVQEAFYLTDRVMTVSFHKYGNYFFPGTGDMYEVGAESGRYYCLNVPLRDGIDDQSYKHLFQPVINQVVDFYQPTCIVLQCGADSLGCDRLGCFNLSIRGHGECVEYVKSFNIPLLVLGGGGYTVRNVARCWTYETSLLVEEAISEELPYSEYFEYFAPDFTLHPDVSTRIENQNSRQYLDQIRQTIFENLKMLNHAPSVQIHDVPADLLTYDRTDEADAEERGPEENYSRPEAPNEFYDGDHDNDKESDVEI
* marks the source's active call; other numbers are inactive results; u = inconclusive; x = not tested or not shown. Outcome played no part in choosing rows; overall some 5% were active at least once.

Compound | IEC-6 cytotox | HSF1 inh | HSP90 inh | HSF-1 act | HIF act | aSyn 5UTR inh | KLF5 inh | AI-2 QS modul | Platelet DG rel | HDAC3 inh
CC(=O)Nc1ccc(S(=O)(=O)N2CCc3cc4c(cc3C2)OCCCO4)cc1 | 1 | 1 | -5 | 3 | -0.6 | -13 | -34 | 8 | -8 | 0
O=C(CN1N=C(c2ccccc2)CCC1=O)NCCN1CCc2ccccc2C1 | -6 | 2 | -1 | -2 | 0.0 | 5 | 22 | 13 | -2 | -1
O=C(CNS(=O)(=O)c1cccs1)N1CCCCC1 | -3 | 1 | -3 | -3 | 0.2 | 14 | -48 | 20 | 2 | -6
O=C(CSc1nnc(-c2cccnc2)n1-c1ccccc1)Nc1ccccn1 | 0 | -4 | 1 | -12 | -0.1 | 13 | 14 | x | -6 | 0
Cc1ccc(C)c(NC(=O)Cc2csc(-c3ccccc3)n2)c1 | 2 | -3 | 0 | 5 | 0.3 | 23 | 2 | 3 | 9 | 2
Brc1c(CSc2nc3ccccc3s2)nc2ncccn12 | 8 | 22 | 3 | 66* | 1.6 | -110 | -94 | 18 | 10 | -2
Cc1ccc(S(=O)(=O)n2nc(C)c(C#N)c2N)cc1 | 1 | 1 | -4 | 5 | -0.2 | -2 | -7 | 24 | 2 | -8
CCc1nnc(NC(=O)CSc2nnc(CNC(=O)c3ccccc3F)n2C)s1 | -4 | -8 | -4 | -13 | -0.1 | 7 | -2 | 27 | -4 | -9
CN(C(=O)CC1C(=O)NCCN1CC1CCCCC1)C1CCOCC1 (centres undefined) | -7 | -6 | 0 | -21 | -0.9 | -15 | -16 | 13 | -15 | -2
CCCCNC1c2ccccc2C(=O)N1Cc1ccccc1 (centres undefined) | 2 | 0 | 2 | 18 | -0.1 | 14 | -15 | 9 | 3 | 2
CC(C)C(=O)Nc1nc(-c2ccc([N+](=O)[O-])cc2)cs1 | -2 | 19 | -3 | 25 | 2.6 | -74 | -64 | 10 | 0 | x
O=C(N/N=C/c1c[nH]c2ccccc12)c1ccc(O)c(O)c1 | 2 | -3 | -3 | -5 | -24 | 17 | -68 | 16 | 2 | 10
O=C(NCc1cccc(CNC(=O)Nc2cccc(O)c2)c1)Nc1cccc(O)c1 | -6 | -6 | -1 | 3 | 0.3 | -9 | -24 | 4 | 11 | -1
CCOC(=O)C1CCN(C(=O)C2CCN(S(=O)(=O)c3cc(Cl)ccc3Cl)CC2)CC1 | -3 | 0 | 1 | 8 | 0.3 | 5 | -5 | 24 | 0 | 1
CN(C)CCCN(C(=O)c1ccc(N2C(=O)CCC2=O)cc1)c1nc2c(F)cccc2s1 | 9 | 3 | 2 | 32 | -0.1 | 1 | 5 | 6 | -19 | -11
COc1ccc(CCNC(=O)c2ccc3nc[nH]c3c2)cc1 | 2 | -2 | -4 | 4 | 0.3 | 4 | -39 | 27 | 5 | 1
COc1cccc(N(CC(=O)NCCSCc2ccc(C)cc2)S(C)(=O)=O)c1 | 8 | -4 | 0 | 10 | 0.0 | 4 | -39 | 13 | 4 | 0
Cc1ccccc1NC(=O)COC(=O)c1cc(=O)c2ccccc2o1 | -4 | 1 | -5 | -5 | -0.2 | -3 | -33 | 8 | 1 | 2
COc1ccc(Oc2ncnc3c2ncn3Cc2ccccc2)cc1 | 9 | 8 | -1 | 12 | 0.7 | -23 | -37 | 3 | 8 | -4
CCCc1cc(=O)oc2cc(C)cc(OCC(=O)Nc3cccnc3)c12 | 8 | 0 | 2 | 9 | -0.1 | -2 | -12 | 6 | -6 | -3

The list goes on:
Compound | IEC-6 cytotox | HSF1 inh | HSP90 inh | HSF-1 act | HIF act | aSyn 5UTR inh | KLF5 inh | AI-2 QS modul | Platelet DG rel | HDAC3 inh
CC1CCN(C(=O)CSCc2ccc(Cl)cc2)CC1 | 2 | 17 | -5 | 42 | 3.5 | -95 | -128 | 4 | 3 | 1
N=C1/C(=C/c2ccc(-c3cccc(C(=O)O)c3)o2)C(=O)N=C2SC(CC(=O)N3CCOCC3)=NN12 | -11 | 0 | 2 | -6 | 0.0 | -48 | -22 | 25 | 1 | 13
CCC(C)N(C(=O)COC(=O)c1ccccc1SCC(=O)N1CCCC1)C1CCS(=O)(=O)C1 (centres undefined) | 4 | -4 | 1 | 0 | 0.5 | -13 | 0 | 17 | -17 | -2
O=C(CC1C(=O)NCCN1Cc1ccccc1)NCCN1CCCCC1=O (centres undefined) | 2 | -3 | 4 | 0 | 0.0 | -12 | -19 | 30 | -17 | x
COCCNC(=O)c1nc2ccccc2s1 | -4 | 7 | -1 | -1 | 0.9 | -83 | -7 | 12 | -14 | 3
COc1ccc(NC(=S)NCC(c2ccco2)N2CCCC2)cc1 (centres undefined) | 4 | -2 | 4 | 2 | -0.5 | -16 | 8 | 27 | 0 | -4
CCOC(=O)C1(C)C=C(Nc2ccccc2)C(=O)N1c1ccccc1 (centres undefined) | -8 | 1 | -2 | 12 | 0.6 | -43 | -6 | 55 | 10 | -8
CC(C)Cn1cnc2c1c(=O)n(CC(=O)Nc1ccc3c(c1)OCO3)c(=O)n2Cc1ccccc1 | 0 | -4 | 1 | 15 | -0.1 | 15 | 10 | 10 | -1 | -2
COc1ccc(CCNC(=O)C(NS(=O)(=O)c2ccc3c(c2)CCN3C(C)=O)C(C)C)cc1OC (centres undefined) | -3 | 0 | 2 | -13 | -0.6 | 22 | -27 | 19 | -2 | -4
Cc1cccc(OCCn2ccnc2)c1C | -1 | -4 | -1 | -4 | -0.6 | 2 | -42 | 27 | -4 | 3
CCOc1ccc(NC(=O)CSc2nc(=O)n(CCCN3CCOCC3)c3c2CCC3)cc1 | x | 7 | x | 5 | -1.4 | -4 | x | 2 | -2 | 3
COc1ccc(-c2cc(C(F)F)n3ncc(C(=O)n4ccnc4C)c3n2)cc1 | 2 | 0 | 2 | 15 | 1.6 | 10 | 11 | -5 | 4 | -6
CC(C)c1nc(SCC(=O)c2ccccc2)c2c(=O)n(C)c(=O)n(C)c2n1 | -3 | -1 | -1 | -18 | -0.3 | 23 | -71 | 12 | 21 | 6
COc1ccc(CCn2c(=N)c(S(=O)(=O)c3ccc(C)cc3)cc3c(=O)n4ccccc4nc32)cc1 | 0 | 2 | -5 | 20 | 0.6 | -39 | -7 | 16 | 9 | -3
COc1cccc(CN(C)C(=O)c2ccc3nccnc3c2)c1 | -3 | -4 | 6 | 1 | -0.1 | 20 | -15 | 15 | -2 | -2
CC(=O)N(C)c1ccc(N=Nc2c(C)[nH]n(C(N)=S)c2=O)cc1 | -6 | 16 | 20* | 53* | 0.8 | -112 | -212 | 22 | 7 | 7
COc1cc(C2C(C(=O)c3ccco3)=C(O)C(=O)N2c2cc(C)on2)cc(Br)c1O (centres undefined) | -2 | 13 | 5 | -11 | -1.0 | -1 | 11 | 29 | 0 | u
OCCC1CN(Cc2cccc(OC3CCCC3)c2)CCN1Cc1ccsc1 (centres undefined) | -2 | 16 | -3 | 25 | 0.8 | -8 | -18 | -12 | -11 | 1
CCCOc1ccc(/C=C/C(=O)Nc2ccc([N+](=O)[O-])cc2)cc1 | 4 | 8 | -1 | 10 | -0.1 | 68* | 4 | 7 | x | 12
O=C(c1cc(F)c(F)cc1Cl)N1CCOCC1 | -4 | -1 | 3 | 9 | -1.5 | 3 | -6 | 9 | 1 | -2

More entries follow.
Compound | IEC-6 cytotox | HSF1 inh | HSP90 inh | HSF-1 act | HIF act | aSyn 5UTR inh | KLF5 inh | AI-2 QS modul | Platelet DG rel | HDAC3 inh
COc1ccc(CNC(=O)Nc2ccc(C)cc2C)cc1 | -1 | 14 | 2 | 13 | 0.2 | -24 | -32 | 15 | 5 | 2
NS(=O)(=O)c1ccc(CCNC(=O)CCCn2c(=O)[nH]c3ccc(Br)cc3c2=O)cc1 | 3 | -3 | 2 | 4 | 0.2 | 10 | -36 | 13 | 8 | -5
Cc1cc(CNC(=O)Cn2cc([N+](=O)[O-])cn2)c2ccccc2n1 | 2 | -9 | -2 | -10 | 0.2 | 13 | -39 | 3 | -8 | 1
Oc1cccc(/C=N/Nc2ncnc3c2ncn3Cc2ccccc2)c1 | -3 | 1 | 3 | 35 | 1.6 | -77 | -26 | 33 | -5 | 2
Cc1cc(C)nc(CCNC(=O)C2CCC(=O)N(Cc3ccccc3F)C2)n1 (centres undefined) | -1 | 0 | -3 | 9 | -0.2 | 3 | -40 | 8 | 8 | 0
COc1ccc(-c2ccc(SCC(=O)NCC3CCCO3)nn2)cc1OC (centres undefined) | 9 | -8 | -2 | -1 | 0.8 | 10 | 27 | 3 | 10 | 0
Cc1ccc(NC(=O)CNC(=O)c2ccco2)cc1 | -2 | 11 | -3 | 35 | 1.4 | -120 | -68 | -7 | -5 | 1
COc1ccc(F)cc1S(=O)(=O)n1nc(C)cc1C | -3 | 2 | 0 | -5 | -22 | 5 | -5 | x | -3 | -3
O=C(N/N=C/c1ccc(-c2cccc(C(F)(F)F)c2)o1)c1ccccc1Br | 6 | 2 | 13 | 38 | 1.1 | -33 | -17 | 29 | 2 | 2
CCN(CC)S(=O)(=O)c1ccc2c(c1)nc(CCC(=O)O)n2CC | -1 | -4 | -4 | 12 | 0.0 | 14 | -48 | 9 | -2 | -3
Cc1nnc(Sc2cc(C(=O)NCCCN(C)Cc3ccccc3)c3ccccc3n2)s1 | -11 | -2 | 2 | -9 | -0.8 | -19 | -8 | 18 | -14 | 14
CC1CC(C)(C)Nc2ccc(N=O)cc21 (centres undefined) | 24* | 1 | -1 | -8 | -6.8 | 32 | -62 | 67 | 4 | x
COc1ccc(-n2nnnc2-c2cccc(OC)c2)cc1 | 84* | -15 | 1 | -13 | -9.4 | 64* | 77* | 25 | 1 | 4
COc1ccc(-c2cc(=O)c3ccccc3s2)cc1 | 6 | 15 | 14 | 23 | 0.8 | -248 | -172 | 42 | 2 | 12
CCOC(=O)C1=C(C)NC(=O)NC1c1ccc(OCCO)c(OC)c1 (centres undefined) | -4 | 0 | 1 | 15 | -0.2 | -4 | -3 | 13 | -3 | 7
NS(=O)(=O)c1ccc(CCNC(=O)CCCCCNc2nc(=S)[nH]c3ccccc23)cc1 | 3 | -7 | 2 | 4 | -0.2 | 38 | -9 | 21 | -14 | -4
O=S(=O)(NCc1ccc2c(c1)OCO2)c1ccc(Cl)s1 | -2 | -1 | -3 | 12 | -0.2 | -18 | -35 | 10 | -3 | 2
COc1cccc(-c2cc(C(=O)Nc3cnn(Cc4ccc(F)cc4)c3)no2)c1 | 2 | -4 | -2 | -11 | -0.7 | 9 | -23 | 4 | 6 | 1
Cc1nnsc1-c1onc(C)c1C(=O)Nc1cc(Cl)cc(Cl)c1 | 0 | -5 | -2 | -11 | -0.5 | 10 | -21 | 16 | 5 | 14
CCOc1ccc(CCNC(=O)C2CCC(=O)N2C2CCCCC2)cc1OCC (centres undefined) | 1 | -3 | 1 | -16 | 0.4 | 1 | -29 | 9 | 1 | 4
CC1CCN(CCOc2cc(Cl)ccc2Cl)CC1 | -3 | -6 | -2 | -13 | 0.6 | 4 | -25 | 7 | 9 | 7
Cc1ccc(S(=O)(=O)N2CCCC(C(=O)N(Cc3cccs3)C3CC3)C2)cc1 (centres undefined) | -1 | -1 | 9 | 8 | -0.5 | 2 | -2 | 21 | 2 | -2
COc1ccc(OCCC(=O)Nc2nccs2)cc1 | -4 | 3 | 2 | 16 | 0.4 | 17 | -29 | 2 | -3 | 1

From PubChem
